BRCA1 expr up: qHTS Assay to Identify Small Molecule Activators of BRCA1 Expression. Potency, µM (top dose mostly 46.1 µM), without a hit: top-dose activation, hits mostly activators. 380,000 tested, 1.1% active. AID 624202, 2012. MCF7-BRCA1-FFLuc reporter, luminescence, 48 h; response scale: scaled: vehicle 0%, 10 µM genistein 100%; further: nearly all actives have a fitted effect of over 80% in size; some results filed as inactive show a strong effect at the top dose
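First, MCF7-BRCA1-FFLuc cells (2000/well) attach for 2 h; next, compounds are pin-added and incubated 48 h at 37 °C; finally, luciferase reagent is added and luminescence read after 15 min.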
uPA generation: qHTS for Inhibitors of Cell Surface uPA Generation | Potency, µM (doses to about 38.3 µM), for inactives: at the top dose activity change, negative = inhibition, usual class: inhibitors | 330,000 tested, 0.31% active | cell surface uPA generation assay, qHTS; active means well fitted inhibition curve with a large enough effect; inconclusive means small, poorly fitted or top-dose-only effect; inactive means no such curve, though single readings can be large or run the other way; tested in mouse RAW 264.7 cells; further: on the % scale 0 is the no-effect control and ±100 the full control effect; nearly all actives have a fitted effect of over 55% in size
NPC1 prom act: qHTS Assay for NPC1 Promoter Activators. Huh7 NPC1 promoter luciferase reporter, 24 h. Potency, µM (top dose mostly 9.22 µM), for inactives: at the highest dose activation, most hits filed as activators. 320,000 tested, 2.4% active. AID 485313, 2010;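 further: % of control where 0% means no effect; nearly all actives have a fitted effect of over 60% in size; reporter is driven by a mutant NPC1 promoter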
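Quantitative HTS used a cell-based reporter: Huh7 cells stably bearing the NPC1 promoter upstream of luciferase were treated with compounds for 24 h, and promoter activation was read as luminescence.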
FLuc counter: qHTS profiling assay for firefly luciferase inhibitor/activator using purifed enzyme and Km concentrations of substrates (counterscreen for miR-21 project); purified FLuc, Km substrates, luminescence inhibition; 360,000 tested, 6.9% active; Potency, µM (doses to about 57.5 µM), for inactives: at the highest dose activity change, negative = inhibition, actives largely listed as inhibitors; Luciferin 4-monooxygenase (Photinus pyralis), P08659; AID 588342, 2011;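 further: plate controls were vehicle for no effect and reference inhibitor for full effect; nearly all actives have a fitted effect of over 55% in size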
Target sequence (P08659 whole entry, looked up): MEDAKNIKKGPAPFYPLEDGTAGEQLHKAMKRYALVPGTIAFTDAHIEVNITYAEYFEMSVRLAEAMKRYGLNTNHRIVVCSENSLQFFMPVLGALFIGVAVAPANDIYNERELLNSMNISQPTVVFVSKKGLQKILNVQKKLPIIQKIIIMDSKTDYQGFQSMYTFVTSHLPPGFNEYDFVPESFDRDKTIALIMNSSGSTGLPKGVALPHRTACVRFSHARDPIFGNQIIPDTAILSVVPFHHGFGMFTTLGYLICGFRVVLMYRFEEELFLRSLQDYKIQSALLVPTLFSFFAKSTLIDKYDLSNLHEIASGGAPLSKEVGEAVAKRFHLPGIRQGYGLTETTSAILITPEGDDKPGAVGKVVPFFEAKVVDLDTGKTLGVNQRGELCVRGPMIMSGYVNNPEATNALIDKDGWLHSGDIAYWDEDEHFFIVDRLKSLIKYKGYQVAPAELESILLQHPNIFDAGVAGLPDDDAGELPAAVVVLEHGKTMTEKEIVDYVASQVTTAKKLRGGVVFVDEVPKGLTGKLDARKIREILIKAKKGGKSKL
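Purified P. pyralis luciferase, 10 nM final, with Km-level 10 uM D-luciferin and 10 uM ATP in 50 mM Tris acetate pH 7.5, 10 mM Mg acetate, 0.01% Tween-20, 0.05% BSA; 6-point qHTS titration about 60 µM downward; luminescence read.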
ELG1 genotoxic: qHTS screen for small molecules that induce genotoxicity in human embryonic kidney (HEK293T) cells expressing luciferase-tagged ELG1; HEK293T ELG1-luciferase reporter, luminescence, 16 h; Potency, µM (top dose mostly 46 µM), inactives show at the highest dose activity change, positive = activation, hits mostly activators; 330,000 tested, 1.3% active; AID 504466, 2011; further: % of control where 0% means no effect; nearly all actives have a fitted effect of over 60% in size
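16 hr compound incubation (37 °C, 5% CO2) of HEK293T cells carrying luciferase-tagged ELG1; luciferase then measured by ONE-Glo luminescence after 30 min at RT.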
RORg inh: qHTS for inhibitors of ROR gamma transcriptional activity. AID 2551, 2010. Drosophila S2 Gal4-RORgamma UAS-luciferase reporter, 20 h. 310,000 tested, 5.4% active. Nuclear receptor ROR-gamma (Mus musculus), P51450. Potency, µM (series often up to 53.6 µM), for inactives: top-dose activity change, negative = inhibition, hits mostly inhibitors; further: on the % scale 0 is the no-effect control and ±100 the full control effect; nearly all actives have a fitted effect of over 60% in size
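ROR gamma transcriptional activity was tracked as Gal4-UAS luciferase output in stably transfected Drosophila Schneider cells, with compound added 1 hr before 700 uM copper sulfate induction and a 20 hr ambient-temperature incubation.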
Gal4-VP16 FLuc: VP16 counterscreen qHTS for inhibitors of ROR gamma transcriptional activity; Potency, µM (titrated, usually from 53.6 µM), for inactives: top-dose activity, negative = inhibition, hits mostly inhibitors; 310,000 tested, 3.5% active; Drosophila S2 Gal4-VP16 UAS-luciferase, luminescence, 20 h;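 further: Gal4-VP16 expression switched on by copper sulfate through the metallothionein promoter; on the % scale 0 is the no-effect control and ±100 the full control effect; nearly all actives have a fitted effect of over 50% in size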
CXXC DNA block: qHTS Fluorescence Polarization Assay for Inhibitors of MLL CXXC domain - DNA interaction. MLL-CXXC / FITC-HOXA9 DNA fluorescence polarization. 290,000 tested, 0.037% active. Histone-lysine N-methyltransferase 2A (Homo sapiens), Q03164. Potency, µM (top dose mostly 115 µM), without a hit: at the top dose activity change, negative = inhibition, actives largely listed as inhibitors; active means well fitted inhibition curve with a large enough effect in the polarisation, with a control signal flat, not every such curve was filed as active; inconclusive means small, poorly fitted or top-dose-only effect, or effect the other way, or a change in a side signal; inactive means no such curve, though single readings can be large or run the other way; the % refers to the polarisation
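Fluorescence polarization: 7 uM MLL-CXXC (stock) preincubated 5 min with compounds, then 50 nM fluorescein-HOX-A9 DNA (stock) added; 30 min ambient. Buffer 50 mM Tris-HCl pH 7.5, 50 mM NaCl, 1 mM DTT, 0.05% BSA.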
p53 reactivation: qHTS assay for re-activators of p53 using a Luc reporter; Potency, µM (top dose mostly 92.2 µM), inactives show at the highest dose activity change, positive = activation, most hits filed as activators; 320,000 tested, 0.063% active; H1299 p53-A138V BP100-luciferase reporter, luminescence, 24 h; further: % of control where 0% means no effect; nearly all actives have a fitted effect of over 45% in size
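H1299 (p53-null), stable ts p53-A138V + BP100-Luc; 1000 cells/well, Opti-MEM/10% FBS; cpd 4 pt, 1:5; 24 h, 37 deg C, 5% CO2; detection reagent 10 min RT; luminescence.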
Rab9 prom act: qHTS Assay for Rab9 Promoter Activators. 320,000 tested, 2.8% active. Potency, µM (series often up to 9.22 µM), without a hit: at the top dose activation, negative = inhibition, most hits filed as activators. Huh7 Rab9 promoter-luciferase reporter, luminescence, 24 h; further: % of control where 0% means no effect; nearly all actives have a fitted effect of over 60% in size
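Cell-based reporter: Huh7 stable for Rab9 promoter-driven luciferase, plated in reduced-serum medium with 10% FBS at 1500 cells/well, compound-treated 24 h at 37 °C, luminescence read after 10 min reagent.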
MBNL1-CUG inh: qHTS Assay for Inhibitors of MBNL1-poly(CUG) RNA binding | Potency, µM (titrated, usually from 57.5 µM), for inactives: at the top dose activity change, negative = inhibition, most hits filed as inhibitors | AID 2675, 2010 | 280,000 tested, 0.036% active | TR-FRET MBNL1-His/biotin-(CUG)12 binding, 665/545 ratio; active means well fitted inhibition curve with a large enough effect in the signal ratio, with a control signal flat, not every such curve was filed as active; inconclusive means small, poorly fitted or top-dose-only effect, or effect the other way, or a change in a side signal; inactive means no such curve, though single readings can be large or run the other way; the % refers to the signal ratio; further: on the % scale 0 is the no-effect control and ±100 the full control effect
Target sequence (Q9NR56 whole entry, looked up): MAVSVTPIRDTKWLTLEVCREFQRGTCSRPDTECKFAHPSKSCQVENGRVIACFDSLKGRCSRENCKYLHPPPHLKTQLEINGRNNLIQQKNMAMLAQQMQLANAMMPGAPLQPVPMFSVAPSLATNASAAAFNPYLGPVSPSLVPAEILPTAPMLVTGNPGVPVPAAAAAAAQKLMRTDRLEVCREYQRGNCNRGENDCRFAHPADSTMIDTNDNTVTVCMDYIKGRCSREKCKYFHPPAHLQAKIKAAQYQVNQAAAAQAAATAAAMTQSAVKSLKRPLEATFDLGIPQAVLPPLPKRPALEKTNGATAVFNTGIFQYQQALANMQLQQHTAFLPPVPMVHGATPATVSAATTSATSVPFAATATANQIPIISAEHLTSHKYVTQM
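MBNL1-His + Biotin-(CUG)12, cpd titration 92 nM–58 uM; Tb anti-His Ab 0.055 ng/ul, SA-XL665 5 nM (final); 60 min RT; ratiometric 665/545 nm, Ex 340 nm; normalized to buffer and full-complex controls.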
* = called active by the depositor; ? = inconclusive; nt = not tested or not shown; [ ] = dose if it differs, or a comment. Unless noted, the call rests on the fitted dose curve; in most records, active means well fitted curve in the direction sought with a large enough effect; inconclusive means small, poorly fitted or top-dose-only effect, or another doubt; inactive means no such curve, though single readings can be large; an effect the other way counts as inactive or inconclusive. Potency means the concentration at half of the fitted maximal effect. These rows are one share of the data (hit frequency here may not be typical).

SMILES	BRCA1 expr up	uPA generation	NPC1 prom act	FLuc counter	ELG1 genotoxic	RORg inh	Gal4-VP16 FLuc	CXXC DNA block	p53 reactivation	Rab9 prom act	MBNL1-CUG inh
Cc1nc2sc(C)c(C)c2c(=O)o1	7%	1%	0%	3%[2.3 µM]	0%	?	3%	-2%	4%	3%	-14%
NC(=O)c1oc2ccccc2c1NC(=O)c1nc2ccccc2s1	-3%	-1%	?	?	14%	?	12%	20%	?	?	12%
O=[N+]([O-])c1ccc(/C=N/Nc2nc(N3CCCCC3)nc(N3CCCCC3)n2)o1	-82%	1%	-2%	0%	-10%	-28%	1%	4%	?	-2%	?
O=C(N/N=C/c1ccc([N+](=O)[O-])cc1)c1cc2ccccc2o1	-8%	4%	-5%	-1%	16%	0%	-1%	12%	1%	-5%	3%
O=C(COC(=O)c1cc[n+]([O-])cc1)Nc1cccc(Br)c1	22%	2%	2%	3%	1%	nt	nt	nt	6%	0%	nt
Cc1ccc(S(=O)(=O)CCC(=O)Nc2ccccc2C)cc1	-3%	-1%	-2%	-1%	0%	3%	-3%	-4%	2%	-10%	-6%
COc1ccc(OC)c(NC(=O)COC(=O)c2ccc(-n3cnnn3)cc2)c1	-1%	5%	-1%	0%	1%	2%	2%	3%	-2%	4%	4%
COc1ccc(-n2c(SCC(=O)Nc3ccccc3)nc(O)cc2=O)cc1	0%	-8%	0%	2%	1%	21%	2%	-1%	2%	-2%	0%
COCCCn1c(C(=O)Nc2ccc3c(c2)OCO3)cc2c(=O)n3ccccc3nc21	-1%	5%	-2%	-1%	2%	0%	1%	6%	-2%	8%	7%
Cc1ccc(NC(=O)CN(C)S(=O)(=O)c2cccc3cccnc23)cc1	-10%	9%	1%	-13%	0%	0%	0%	-12%	-3%	1%	10%
COc1ccc(Cn2cnc3c([N+](=O)[O-])c(C)c(C)cc32)cc1	8%	3%	-2%	5%	0%	28%	1%	-8%	3%	6%	11%
O=S(=O)(c1ccc(NC(=S)Nc2ccc3c(c2)OCO3)cc1)N1CCOCC1	26%	1%	1%	-1%	2%	-9%	-5%	2%	15%	-4%	-2%
Cc1cccc(NC(=O)c2nc[nH]c2C(=O)N[C@H](C)c2ccccc2)c1	-55%	-19%	-2%	-1%	-8%	nt	nt	nt	-3%	1%	nt
COc1ccc(C(=O)NCC(=O)NCC(=O)OCC(=O)c2ccc(Br)cc2)cc1	-8%	8%	0%	-17%	4%	-7%	5%	1%	4%	1%	1%
O=C(Nc1ccc(S(=O)(=O)N2CCCCC2)cc1)C1CC(=O)N(c2ccc(Cl)cc2)C1 (configuration not stated)	-75%	nt	-6%	-1%	-13%	?	-12%	0%	-1%	-6%	-1%
CN1C(=S)SC(/[N+]([O-])=C/c2c(F)cccc2Cl)C1(C)C (configuration not stated)	8%	2%	-24%	-1%	-2%	-10%	-1%	15%	4%	-3%	-11%
Cc1nc(N(C)C)c2sc(=S)n(-c3ccccc3)c2n1	-27%	5%	-7%	-3%	0%	10%	-4%	-2%	16%	1%	-1%
COc1ccc(-c2csc(Cc3nnc(N4CCOCC4)n3-c3ccccc3)n2)cc1OC	-44%	nt	0%	3%	-3%	7%	1%	-5%	-12%	-1%	-6%
COc1cc(Cl)cc(C2NC(=S)NC(c3ccccc3)=C2C(C)=O)c1OCC(=O)O (configuration not stated)	5%	3%	-1%	-4%	-2%	28%	-6%	-4%	-1%	6%	6%
CC1(C(=O)N/N=C/c2ccc3c(c2)OCO3)CC1(Br)Br (configuration not stated)	4%	1%	2%	-14%	2%	-8%	-14%	0%	-1%	13%	18%
O=C1/C(=C/c2cccc([N+](=O)[O-])c2)Oc2cc(O)ccc21	2%	-11%	13%	?	0%	?	2%	-5%	15%	3%	23%
O=C(Nc1ccc(F)cc1)c1ccc(S(=O)(=O)NCc2cccnc2)cc1	-21%	-6%	-10%	6%	0%	?	?	11%	-4%	-15%	3%
CCOC(=O)N1CCN(c2cc(=O)n(-c3ccc(OCC)cc3)c(=O)[nH]2)CC1	0%	nt	-5%	-1%	-7%	-22%	0%	-3%	14%	-1%	-10%
Cn1cc(CN(Cc2ccccc2)C[C@@H]2CCC(=O)N2)c(-c2ccccc2F)n1	-14%	-1%	-4%	1%	-2%	0%	-1%	9%	-6%	3%	-3%
Cc1ccc(N2CC(C(=O)Nc3ccc(S(=O)(=O)NCC4CCCO4)cc3)CC2=O)cc1 (configuration not stated)	-34%	-7%	-3%	2%	0%	6%	-1%	?	-25%	nt	-11%
C/C(=N\n1c(C)cc(C)c(C#N)c1=O)c1cccs1	0%	-3%	1%	0%	3%	8%	1%	-2%	0%	6%	-5%
O=C(O)c1ccccc1NS(=O)(=O)c1cccc(N=Nc2c(O)[nH]c(=S)[nH]c2=O)c1	-5%	-1%	-4%	2%	3%	nt	nt	nt	6%	1%	nt
O=C1C=C(Nc2ccc(O)cc2)CC(c2ccco2)C1 (configuration not stated)	-64%	-10%	-12%	2%	1%	?	-1%	?	4%	-4%	-12%
CCn1c(C(C)NC(=O)c2cccs2)n[nH]c1=S (configuration not stated)	-16%	4%	1%	-4%	1%	-38%	-1%	2%	-2%	1%	-1%
CCOc1ccc(-n2c(=S)sc3c(=O)[nH]c(SCC(=O)N4CCC(C)CC4)nc32)cc1	-3%	-10%	6%	1%	-1%	5%	13%	1%	0%	-6%	21%
CC(C)(C)C1COc2ccccc2N1C(=O)c1ccccc1Cl (configuration not stated)	-7%	4%	0%	-1%	-7%	-27%	4%	4%	-4%	-3%	0%
O=C(Cn1cc(C(F)(F)F)cc(Cl)c1=O)NC1CCS(=O)(=O)C1 (configuration not stated)	-6%	5%	-2%	0%	3%	nt	nt	nt	2%	-1%	nt
O=C(NCc1ccccn1)Nc1cc(Cl)ccc1Cl	14%	0%	73%	1.2µM*	-7%	-31%	-13%	5%	23%	3.2µM*	17%
c1ccc2c(N3CCCCC3)nnc(N3CCCCC3)c2c1	nt	nt	0%	?	10%	-2%	0%	-3%	-1%	0%	1%
COc1cccc(-c2csc(N3CCN(C(=S)Nc4ccccc4Cl)CC3)n2)c1	-3%	-19%	5%	?	3%	11µM*	?	32%[activator]	5%	14%	4%
C#CCNC(=O)C1=C[C@@H](c2ccc3c(c2)OCO3)[C@H](CCCO)[C@@H](OCC)O1	-3%	2%	-1%	1%	2%	14%	-6%	-21%	-3%	-3%	-12%
O=C(c1ccc2nc(Cc3ccccc3F)oc2c1)N1CCCC1	5.6µM*	0%	2.8µM*	9.5µM*	10µM*	1%	3%	17%	?	1.3µM*	-6%
CC(C)c1cccc(C(C)C)c1NC(=O)COc1nncc2ccccc12	-32%	8%	-3%	-1%	0%	24%	2%	15%	-8%	-6%	-7%
Cc1ccccc1NS(=O)(=O)c1csc(C(N)=O)c1	11%	-13%	0%	-1%	-3%	8%	6%	-2%	-2%	0%	-2%
CN1CCc2c(n(CC(O)CN(CCO)CCO)c3ccccc23)C1=O (configuration not stated)	-5%	-4%	-3%	3%	-5%	?	-4%	2%	-2%	?	5%
Cc1ccc(NS(=O)(=O)c2c(C)[nH]c(C)c2C(=O)N2CCCC2)cc1Cl	-1%	-2%	2%	2%	-4%	8%	-3%	-1%	-4%	-1%	-5%
O=C(NCc1ccccc1)C(c1cccs1)N(Cc1cccs1)C(=O)c1cnccn1 (configuration not stated)	-12%	1%	-3%	3%	-13%	2%	2%	-2%	-3%	-2%	-5%
CCOc1ccc(N(CC(=O)NCCc2ccccc2)C(=O)c2csnn2)cc1	73%	5%	?	-12%	9%	-20%	18%	-7%	6%	19%	-3%

Screening data as filed in PubChem.
